FN deposit inh: fibronectin deposition inhibition; AH1F fibroblasts, Alexa488-fibronectin deposition fluorescence, overnight; inhibition, % at 12.6 µM; 0.086% of 350,000 active; AID 743247;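 active = mean inhibition across replicates of 30% or more, regardless of how many single replicates reach that level; inconclusive = mean under 30% yet at least half of replicates reach 30%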;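 also: positive control wells lacked labelled fibronectin entirely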
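Material: AH1F fibroblast monolayer depositing Alexa488-labelled fibronectin into matrix / Amount: 10000 AH1F cells per well / Signal: fluorescence 485/525 nm / Medium: DMEM, 2% serum / Compound: single dose, pinned / Incubation: 1 h cell adhesion before compound, then overnight fibronectin incubation / Reagent: Alexa488-FN, 24 nM final / Read-out: inhibition of fibronectin deposition signal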
C2C12 statin: suppression of simvastatin myotoxicity; rescue of ATP level, % at 7.49 µM; AID 602340; 0.78% of 330,000 active; C2C12 myotubes + simvastatin, ATP luminescence, 48 h; scaled: DMSO 0, geranylgeraniol control 100;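 active = mean ATP rescue above about 67%, or every replicate alone reaching that limit, limit read from the data, passing the limit was not always enough; inconclusive = no clear call, values can overlap the other calls; inactive = mean under the limit and some replicate under it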;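 also: myotubes were challenged with 10 µM simvastatin during compound exposure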
esBAF inh: SWI/SNF esBAF complex inhibition; mouse ES cells, Bmi1-luciferase knock-in reporter, 24 h; 100% = twice the neutral-well signal; reporter increase, % at 12.5 µM; 2% of 350,000 active; AID 602393; in the data active = activation above about 40%; inconclusive = no clear call, values can overlap the other calls;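 also: 0% = median of the plate's neutral control wells and 100% = double that signal; a rise in the Bmi1 reporter signal indicates esBAF inhibition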
S100A4 inh HTS: blocks human S100A4 binding to myosin IIA peptide | P26447 | S100A4/TAMRA-MyoIIA peptide fluorescence polarization | inhibition, % at 10.7 µM | 0.14% of 360,000 active | AID 652163;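 active = mean inhibition of at least 70% across replicates, with every replicate also reaching that level; inconclusive = mean inhibition reaches 70% but some replicates fall short; inactive = mean inhibition below 70%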
Target sequence (P26447 whole entry, looked up): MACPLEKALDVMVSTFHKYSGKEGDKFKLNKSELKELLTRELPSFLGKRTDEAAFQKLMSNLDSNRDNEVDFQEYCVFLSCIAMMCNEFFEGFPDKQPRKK
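assay system = human S100A4 monomer with TAMRA-labelled myosin IIA peptide | also added = labelled myosin peptide probe, 5 nM | incubation = 5 min between mix addition and reading | control set = DMSO and TFP controls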
LGR2 antag: blocks bursicon-induced cAMP signaling via Drosophila LGR2. HEK293 LGR2, CRE-luciferase, bursicon-stimulated, 4 h. AID 720647. inhibition, % at 9.99 µM. 0.35% of 380,000 active;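 active = drop in luminescence signal, shown as inhibition above about 50% in the replicate tests, limit read from the data, passing the limit was not always enough; inconclusive = probably only some replicates passing the limit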;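 also: agonist challenge used bursicon conditioned medium at about half maximal strength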
Casp6 inh: inhibitors of human caspase-6. 0.53% of 350,000 active. purified caspase-6, Z-VEID-R110 cleavage fluorescence. AID 686996. P55212. inhibition, % at 12.5 µM;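 active = mean inhibition across replicates at least about 35%, with every replicate also reaching that limit, limit read from the data; inconclusive = only one of the two criteria met; inactive = neither criterion met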;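 also: 0% = median of neutral control wells and 100% = no fluorescence left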
Target sequence (P55212 24-179 limits assumed): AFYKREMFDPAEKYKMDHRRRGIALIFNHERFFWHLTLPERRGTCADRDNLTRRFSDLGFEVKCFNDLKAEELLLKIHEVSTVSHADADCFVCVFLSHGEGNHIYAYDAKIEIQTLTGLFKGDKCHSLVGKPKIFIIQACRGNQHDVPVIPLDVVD
Target sequence (P55212 194-293 limits assumed): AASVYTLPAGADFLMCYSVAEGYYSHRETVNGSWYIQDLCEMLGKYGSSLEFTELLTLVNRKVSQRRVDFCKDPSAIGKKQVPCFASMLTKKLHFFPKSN
SIRT5 inh: inhibitors of human sirtuin-5 desuccinylase; Purified SirT5, succinyl-peptide AMC, trypsin-coupled fluorescence; inhibition, % at 15 µM; 1.1% of 330,000 active; in the data active = inhibition above about 15%; inconclusive = no clear call, values can overlap the other calls
Target sequence (Q9NXA8 whole entry, looked up): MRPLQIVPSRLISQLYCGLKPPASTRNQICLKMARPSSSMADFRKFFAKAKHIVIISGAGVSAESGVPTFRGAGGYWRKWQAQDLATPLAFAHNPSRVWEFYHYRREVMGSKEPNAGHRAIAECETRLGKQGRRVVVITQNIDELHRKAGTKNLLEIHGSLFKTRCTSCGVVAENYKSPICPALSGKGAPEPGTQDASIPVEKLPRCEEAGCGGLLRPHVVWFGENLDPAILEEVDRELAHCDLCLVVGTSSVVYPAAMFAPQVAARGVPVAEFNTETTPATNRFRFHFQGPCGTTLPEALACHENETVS
An asterisk follows results filed as active; ? = inconclusive; nt = not tested or not shown. This is a subset. The share of hits here may be higher or lower than overall.

No.	compound	SIRT5 inh	esBAF inh	C2C12 statin	LGR2 antag
1	Cc1ccc(S(=O)(=O)N(C)C[C@H]2Oc3ccc(NC(=O)Cn4cnnn4)cc3C(=O)N([C@H](C)CO)C[C@@H]2C)cc1	6.8	-2.6	2.0	-9.7
2	COCC(=O)N(C)C[C@H]1Oc2ncc(-c3ccc(C)cc3)cc2C(=O)N([C@@H](C)CO)C[C@@H]1C	7.8	3.5	18.5	-3.6
3	C[C@@H]1CN([C@@H](C)CO)C(=O)c2cc(NC(=O)Nc3ccc4c(c3)OCO4)ccc2O[C@H]1CN(C)C(=O)Nc1cccc2ccccc12	2.4	4.7	-30.7	5.2
4	COc1ccc(C(c2sc3ncnn3c2O)N2CC(C)OC(C)C2)cc1OC (stereo not given)	-0.3	-2.8	4.2	-49.0
5	CCOC(=O)Cc1c(C)nc(N)[nH]c1=O	-3.7	-4.9	14.0	-9.1
6	COc1ccc(-n2sc3ccccc3c2=O)cc1	-8.0	-1.1	-2.1	30.5
7	CCN(CC)C(=O)C1=C(C)N(CCCN2CCCC2=O)C(=O)C(CC(=O)NCCCN(C)C)C1 (stereo not given)	-3.8	-2.2	12.2	-9.3
8	CC(=O)NC12CC3CC(CC(CC(=O)O)(C3)C1)C2	nt	0.7	0.8	nt
9	COCCn1c(=S)[nH]c2sc3c(c2c1=O)CCCC3	4.2	1.0	-8.7	-9.7
10	O=C(CN(C(=O)CCC(=O)Nc1ccccn1)c1ccc(F)cc1)NCc1ccco1	-1.3	3.3	-0.6	-3.5
11	C[C@@H]1CCCCO[C@H](CN(C)S(=O)(=O)c2ccc(Cl)cc2)[C@@H](C)CN([C@@H](C)CO)C(=O)c2cc(NC(=O)Nc3ccccc3)ccc2O1	4.1	-1.5	nt	1.2
12	COC(=O)c1c(C(=O)OC)c2ccccn2c1C(=O)c1ccc([N+](=O)[O-])cc1	0.6	-5.9	-31.9	7.3

No.	FN deposit inh	Casp6 inh	S100A4 inh HTS
1	nt	-0.9	?
2	4.7	-2.3	5.3
3	nt	23.2	7.3
4	3.5	0.6	-4.3
5	-22.1	-1.5	-1.8
6	18.5	1.5	-9.2
7	2.3	-0.6	10.9
8	11.5	nt	nt
9	4.2	-4.7	-0.1
10	0.4	-1.8	21.4
11	nt	-5.0	4.5
12	-1.9	-0.4	-3.9

Following part.
No.	compound	SIRT5 inh	esBAF inh	C2C12 statin	LGR2 antag
13	COCc1cc(N2CCNC[C@H]2C)ccc1N1CCS(=O)(=O)CC1	nt	nt	nt	2.5
14	COc1cc(CN2CCNC(=O)C2CC(=O)NCCCN2CCOCC2)cc(OC)c1 (stereo not given)	-1.0	-4.7	31.5	10.6
15	CC1=CCC2C(=O)N(c3cccc(C(=O)N(C)C4CCCCC4)c3)C(=O)C2C1 (stereo not given)	nt	0.5	-2.4	nt
16	CC(C)c1cc(CNC(=O)CCc2nnc(CCCc3ccccc3)o2)on1	0.5	nt	nt	-6.3
17	O=c1[nH]c(=S)n2c(c1-c1ccccc1)OC(CBr)C2 (stereo not given)	-0.6	-0.4	23.8	-7.6
18	CC(C)(C)NC(=O)C(c1ccc(O)cc1)N(C(=O)CCC(=O)Nc1ccccn1)c1ccc(F)cc1 (stereo not given)	-4.3	3.5	6.6	10.2
19	Cc1ccc(F)c(Oc2cc(NN3CCCCC3)c([N+](=O)[O-])cc2[N+](=O)[O-])c1	-2.8	9.7	-1.0	-7.3
20	COc1ccc(C2/C(=C(/O)c3ccc4c(c3)CC(C)O4)C(=O)C(=O)N2Cc2ccncc2)cc1 (stereo not given)	0.1	3.1	-2.8	6.7
21	CC1(C)CC(=O)c2c(S(C)(=O)=O)sc(Br)c2C1	0.8	nt	nt	nt
22	C#CCOCCOCCOCCNc1nc(N2CCN(C(=O)[C@H](C)n3cc(CCC(=O)O)nn3)CC2)nc(N2CCN(C(=O)[C@H](Cc3ccc(O)cc3)n3cc(CCO)nn3)CC2)n1	nt	nt	nt	-13.4
23	O=C(CSc1ccc2nnc(-c3ccccn3)n2n1)Nc1ccc(F)cc1	6.4	nt	nt	1.1
24	NNC(=O)c1cccc(S(=O)(=O)Nc2cc(Cl)ccc2Cl)c1	-2.7	-4.7	3.2	2.1

No.	FN deposit inh	Casp6 inh	S100A4 inh HTS
13	-3.5	-7.0	10.6
14	4.6	-15.4	6.8
15	-1.9	nt	nt
16	-0.5	-0.2	0.2
17	8.7	-1.6	13.7
18	1.4	2.7	4.4
19	4.2	-0.2	11.7
20	3.0	0.9	-1.4
21	0.8	1.6	-4.3
22	-10.2	-1.9	-4.1
23	nt	1.6	8.2
24	5.0	-1.1	5.6

Some of these compounds in order of their number in SIRT5 inh, rising:
nr | compound | SIRT5 inh | esBAF inh | LGR2 antag | Casp6 inh | S100A4 inh HTS
18 | CC(C)(C)NC(=O)C(c1ccc(O)cc1)N(C(=O)CCC(=O)Nc1ccccn1)c1ccc(F)cc1 (stereo not given) | -4.3 | 3.5 | 10.2 | 2.7 | 4.4
17 | O=c1[nH]c(=S)n2c(c1-c1ccccc1)OC(CBr)C2 (stereo not given) | -0.6 | -0.4 | -7.6 | -1.6 | 13.7
20 | COc1ccc(C2/C(=C(/O)c3ccc4c(c3)CC(C)O4)C(=O)C(=O)N2Cc2ccncc2)cc1 (stereo not given) | 0.1 | 3.1 | 6.7 | 0.9 | -1.4
16 | CC(C)c1cc(CNC(=O)CCc2nnc(CCCc3ccccc3)o2)on1 | 0.5 | nt | -6.3 | -0.2 | 0.2

Further results:
No.	compound	SIRT5 inh	esBAF inh	C2C12 statin	LGR2 antag
25	COc1ccc(S(=O)(=O)N2CCC(Nc3ccccc3Cl)CC2)cc1	-3.6	-2.0	-18.3	2.8
26	O=C1CN(S(=O)(=O)c2ccccc2)C[C@@H]2[C@H](c3ccc(C4=CCCC4)cc3)[C@@H](CO)N12	2.1	nt	nt	-4.9
27	CCCNC(=O)N1[C@H](CO)[C@H](c2ccccc2)[C@@H]1CNC(=O)C1CCC1	-2.7	nt	nt	-13.2
28	O=S(=O)(c1ccc2c(c1)CCN2)N1CCCC1	-1.0	-1.6	-1.4	2.8
29	CCN(Cc1ccncc1)Cc1c(O)ccc2ccccc12	1.4	-5.5	7.3	9.1
30	CSCC(C)N1CCC(n2nccc2NC(=O)c2ccccc2C)CC1 (stereo not given)	10.4	nt	nt	6.6
31	CC(=O)c1ccc(S(=O)(=O)NCCC(=O)OCC(=O)NCCc2ccccc2)cc1	2.2	nt	nt	8.5
32	CCCC1=NN(C(=O)Cc2ccc(OC)c(OC)c2)C(O)(C(F)(F)F)C1 (stereo not given)	2.4	-5.0	8.0	9.3
33	N#C[C@@H]1[C@@H](c2ccccc2-c2cccc(F)c2)[C@H](CO)N1C(=O)Cc1cccnc1	6.5	nt	nt	-0.1
34	CCC(=O)Oc1ccc(C(=O)Nc2ccccc2C(=O)NCC(C)C)cc1	-2.1	nt	nt	-6.3
35	O=C(COC(=O)c1cc(=O)c2ccccc2o1)NC1CCCCC1	nt	nt	nt	-10.2
36	COc1cccc2c1OC[C@@H](CO)[C@H]2N(C)C(=O)Nc1ccc(Cl)cc1Cl	nt	0.6	-17.5	-3.5

No.	FN deposit inh	Casp6 inh	S100A4 inh HTS
25	nt	0.1	-2.0
26	nt	0.8	-8.6
27	nt	2.2	1.9
28	0.9	14.6	-1.5
29	4.1	8.9	1.3
30	2.1	-4.6	-0.5
31	nt	-1.8	-1.7
32	-6.8	2.4	-3.6
33	2.0	-3.8	-1.2
34	nt	0.2	0.7
35	7.0	0.4	1.8
36	14.3	nt	nt

Going on with the list.
No.	compound	SIRT5 inh	esBAF inh	C2C12 statin	LGR2 antag
37	COc1ccccc1CNC(=O)C[C@H]1C[C@H]2c3cc(NC(=O)NC4CCCC4)ccc3O[C@H]2[C@@H](CO)O1	0.1	2.4	-11.8	-1.2
38	CCOC(=O)c1[nH]c(C)c(C(=O)N2CCN(c3ccccc3)CC2)c1C	nt	-3.4	6.1	-1.5
39	COc1ccccc1CNC(=O)C[C@H]1CC[C@H]2[C@@H](COC[C@@H](O)CN2C(=O)Nc2ccc(C(F)(F)F)cc2)O1	-0.5	-6.7	-51.5	17.7
40	COC(=O)c1cccc(Nc2ccc([N+](=O)[O-])cn2)c1	-0.1	15.7	-3.4	-30.7
41	CCCCN(CCCC)c1cn[nH]c(=O)c1Cl	nt	-12.2	9.5	nt
42	CCC(=O)Nc1ccc2c(c1)OC[C@@H](C)N(C(=O)CC)C[C@H](C)[C@H](OC)CN(C)C2=O	nt	-0.7	4.8	-6.7
43	COc1cccc(/C=N/Nc2nc(Nc3ccc([N+](=O)[O-])cc3)nc(N3CCCC3)n2)c1O	0.7	nt	nt	28.1
44	C#CCN(Cc1ccco1)C(=O)c1nnc2c3ccccc3n(S(=O)(=O)c3ccc(C)cc3)c2n1	nt	nt	nt	-23.5
45	CCCCCc1nnc(NC(=O)C2CCCO2)s1 (stereo not given)	nt	21.7	6.3	-2.7
46	CCCc1cc(=O)[nH]c2nnc(SCC(=O)Nc3ccc(C(C)=O)cc3)n12	2.2	2.8	5.0	7.0
47	CC(=O)N(c1cccc(Cl)c1)c1nc(C)cc(C)c1C#N	-6.3	10.5	-7.4	8.0
48	CCOC(=O)N1CCN(c2cccc(C)c2C)CC1	-0.4	nt	nt	1.6

No.	FN deposit inh	Casp6 inh	S100A4 inh HTS
37	-5.3	-6.1	6.4
38	-9.3	nt	nt
39	-7.7	-1.5	-3.7
40	6.7	-0.5	1.9
41	1.6	nt	nt
42	-12.9	nt	nt
43	11.2	-1.1	-0.6
44	-1.8	0.2	-0.4
45	2.4	nt	nt
46	3.7	-1.0	0.3
47	10.2	1.5	5.6
48	-0.9	0.4	-0.9

Remaining list, next part
No.	compound	SIRT5 inh	esBAF inh	C2C12 statin	LGR2 antag
49	O=C(C[C@H]1CC[C@@H](NC(=O)c2ccc3c(c2)OCO3)[C@H](CO)O1)NCc1ccc(F)cc1	1.6	-0.7	7.9	-1.0
50	COc1ccc(CCN(Cc2ccccn2)C(=S)Nc2ccc(C)cc2)cc1OC	-1.9	nt	nt	-25.5
51	CCNc1c(NS(=O)(=O)c2ccc(OC)c(Cl)c2)c(=O)oc2ccccc12	-0.8	3.0	4.9	20.0
52	CC(=O)c1cccc(NC(=O)CSc2ccc(-c3ccc4c(c3)OCO4)nn2)c1	-2.6	13.0	41.5	-16.5
53	N#CCCn1cc(C(=O)O)c(-c2ccc3ccccc3c2)n1	-0.8	4.3	8.3	-7.7
54	CC(C)NC(=O)N(C)C[C@@H]1Oc2c(NC(=O)Nc3ccccc3)cccc2C(=O)N([C@@H](C)CO)C[C@@H]1C	-1.6	-1.7	-9.1	-6.9

No.	FN deposit inh	Casp6 inh	S100A4 inh HTS
49	nt	2.2	26.4
50	-5.3	4.4	2.5
51	4.8	-3.4	-2.6
52	1.3	0.1	-9.9
53	1.4	0.0	1.3
54	nt	1.1	-0.6

Assay outcomes as filed in PubChem BioAssay.
